Screening data from PubChem BioAssay.
CASP6 VEID inh = caspase-6 (human) enzyme inhibition; purified caspase-6, Z-VEID-R110 cleavage fluorescence; inhibition, % at 12.5 µM; actives 0.53% (n = 350,000); AID 686996;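 active means mean inhibition across replicates at least about 35%, with every replicate also reaching that limit, limit read from the data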;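 further: 0% = median of neutral control wells and 100% = no fluorescence left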
Target sequence (P55212 24-179 limits assumed): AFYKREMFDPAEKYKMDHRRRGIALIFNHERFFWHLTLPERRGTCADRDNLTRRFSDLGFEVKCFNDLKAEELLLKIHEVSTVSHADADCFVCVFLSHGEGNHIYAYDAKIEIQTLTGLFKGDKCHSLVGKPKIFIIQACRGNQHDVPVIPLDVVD
Target sequence (P55212 194-293 limits assumed): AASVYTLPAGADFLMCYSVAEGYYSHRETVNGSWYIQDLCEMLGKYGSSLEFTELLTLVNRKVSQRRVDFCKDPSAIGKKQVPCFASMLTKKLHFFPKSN
FN deposit inh = fibronectin deposition inhibition | AH1F fibroblasts, Alexa488-fibronectin deposition fluorescence, overnight | actives 0.086% (n = 350,000) | inhibition, % at 12.6 µM | AID 743247;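 active means mean inhibition across replicates of 30% or more, regardless of how many single replicates reach that level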;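 further: positive control wells lacked labelled fibronectin entirely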
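Schedule: 1 h cell adhesion before compound, then overnight fibronectin incubation; test system: AH1F fibroblast monolayer depositing Alexa488-labelled fibronectin into matrix; quantity: 10000 AH1F cells per well; probe or stimulus: fluorescent fibronectin at 24 nM final; signal: fluorescence, ex 485 nm, em 525 nm; evaluation: percent inhibition as loss of matrix-bound fibronectin fluorescence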
miR122 inh = blocks miR-122 activity in Huh7 sensor cells; Huh7 miR-122 Renilla luciferase sensor, 48 h; neutral wells = 0, positive control = 100; activation (reporter increase), % at 12.5 µM; actives 0.3% (n = 340,000);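 active means mean replicate activation score at least 90 and every replicate individually at or above 90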;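 further: higher luciferase means less miR-122 activity so hits act as miR-122 inhibitors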
PGC1a acetyl inh = modulators of PGC1a acetylation. U2OS PGC1a acetylation, AlphaScreen anti-acetyl-lysine; with virally co-expressed GCN5 acetyltransferase. AID 651687. inhibition, % at 15.6 µM. actives 0.17% (n = 350,000);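 active means every replicate shows inhibition of at least 40%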;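 further: 0% = neutral control wells and 100% = positive control wells; some results beyond the cut were filed as inactive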
LGR2 inh = inhibitors of bursicon-induced Drosophila LGR2 receptor cAMP signaling. HEK293 LGR2, CRE-luciferase, bursicon-stimulated, 4 h. inhibition, % at 9.99 µM. actives 0.35% (n = 380,000);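 active means drop in luminescence signal, shown as inhibition above about 50% in the replicate tests, limit read from the data, passing the limit was not always enough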;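 further: agonist challenge used bursicon conditioned medium at about half maximal strength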
PAX8 reporter = PAX8 transcriptional activity inhibition. inhibition, % at 12.6 µM. RMG-I TPO-luciferase reporter, SteadyGlo, 24 h. actives 1.2% (n = 360,000);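 active means mean replicate inhibition at least 60% with every replicate also reaching 60%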;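 further: luciferase light reporting Pax8 driven TPO promoter activity; plate controls were median of neutral control wells for no effect and mitoxantrone controls for full effect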
EWS-Fli block = blocks EWS/Fli oncoprotein-driven transcription | A673 NR0B1-luciferase reporter, viability-normalised | inhibition, % at 12.6 µM | actives 0.67% (n = 350,000) | AID 651661;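 active means mean inhibition of at least 50% after viability correction, with every replicate also passing that limit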;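 further: firefly luciferase signal divided by Alamar Blue viability fluorescence both relative to DMSO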
Cneo AK release = causes C. neoformans cell lysis; actives 0.2% (n = 360,000); adenylate kinase release luminescence, 4 h; normalised: neutral wells 0, clomiphene wells 100; lysis activity, % at 15 µM; AID 651654;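 active means mean lysis activity across replicates of at least 80%, whatever share of replicates individually reach that level; inactive means mean lysis activity below 80%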
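Assay system: Cryptococcus neoformans yeast cells / Dosing: single-point compound dose / Timing: 4 h at 37 °C static, read 1 h later / Measured by: luminescence of released adenylate kinase using an AK detection reagent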
Active calls of the source: *; x = not tested or not shown; [ ] = dose if it differs, or a comment.

SMILES | CASP6 VEID inh | FN deposit inh | miR122 inh | PGC1a acetyl inh | LGR2 inh | PAX8 reporter | EWS-Fli block | Cneo AK release
CC1CCN(C(=O)CN2C(=O)NC3(CCC(C)CC3)C2=O)CC1 (configuration not stated) | -2 | -4 | -3 | -2 | -6 | 3 | -2 | 1
Cc1nn(C)c(C)c1NC(=S)Nc1ccc(S(=O)(=O)Nc2ncccn2)cc1 | 5 | -2 | 6 | x | 6 | 1 | -9 | 0
CCC(C)NC(=O)[C@@H]1CSC2c3ccccc3C(=O)N21 (some centres not stated) | 1 | 1 | -5 | 0 | -6 | -2 | 7 | 4
CCCS(=O)(=O)NC(=O)C1(C)CCN(C(=O)Cc2ccc(F)cc2)C1 (configuration not stated) | 2 | 2 | -3 | -9 | -8 | 6 | -12 | -3
O=C(C(=O)N1CCN(C(=O)c2ccccc2C(F)(F)F)CC1)c1cccc(C(F)(F)F)c1 | -1 | 13 | x | x | 3 | 19 | 22 | x
COCC#Cc1ccc2c(c1)O[C@H](CN(C)C(=O)Nc1ccc(OC)cc1)[C@@H](C)CN([C@H](C)CO)S2(=O)=O | 1 | 1 | 12[16.7 µM] | -1 | 7 | x | 6 | 1
COc1ccc(CNC(=O)CCn2c(=O)oc3ccccc32)c(OC)c1 | 2 | 6 | 4 | -1 | 9 | 1 | -12 | 0
COCCNC(=S)N/N=C/c1ccccc1C(=O)O | x | 20 | 7 | 3 | x | 8 | x | 2
COc1ccc(CCNC(=O)C2CCN(S(C)(=O)=O)CC2)cc1 | -3 | x | -2 | -18 | -1 | x | 11 | 0
Cc1c(C)c2ccc(OCC(=O)N3CCN(c4cccc(Cl)c4)CC3)cc2oc1=O | -1 | -5 | -8 | 1 | -3 | 7 | 13 | 0
CCCNC(=O)N1CCC(c2nc3ccccc3s2)CC1 | -2 | -3 | 2 | 0 | 10 | -1 | 8 | 1
COc1ccc(S(=O)(=O)Nc2cccnc2)cc1OC | -1 | -5 | 7 | 14 | -12 | 24 | 10 | 0
Cc1ccc(CS(=O)Cc2ccc(C(=O)N3CCN(C4CCCCC4)CC3)o2)cc1 (configuration not stated) | -4 | -2 | x | 5 | -12 | -8 | x | -2
Cc1csc(NC(=O)CSc2nccn2C)n1 | -1 | -2 | 4 | 0 | -1 | -31 | x | 0
Cc1nn(C)cc1CNCc1c(C(=O)N2CCCCC2)nc2c(C)cccn12 | 1 | 6 | -3 | -9 | -20 | 15 | -1 | x
C=CCNc1nc(-c2ccc3c(c2)OCCO3)cs1 | 1 | x | 7 | -7 | -40 | -70 | x | -22
O=c1c2c3c(sc2nc(NCCO)n1-c1ccccc1)CCCC3 | 1 | 4 | 0 | 14 | -2 | -9 | 35 | -2
O=C(C[C@@H]1C[C@@H]2c3cc(NS(=O)(=O)c4ccc(F)cc4)ccc3O[C@@H]2[C@@H](CO)O1)N1CCc2ccccc2C1 | -1 | -3 | -4[16.7 µM] | 0 | 18 | 15 | 10 | -1
Cc1noc(C)c1S(=O)(=O)Nc1ccc2c(c1)CC(=O)N([C@H](C)CO)C[C@@H](C)[C@@H](CN(C)C(=O)NC(C)C)O2 | 1 | -11 | 12[16.7 µM] | 3 | 17 | 20 | -3 | -3
O=C(CSCc1ccccc1)N1CCc2ccccc21 | x | 7 | -7 | 10 | x | -266 | x | -2
O=C(COC(=O)c1n[nH]c(=O)c2ccccc12)c1ccc(Br)cc1 | 0 | 5 | -1 | 13 | 5 | -135 | 0 | 5
CCCN(C)C[C@H]1Oc2ncc(-c3cccc(C#N)c3)cc2C(=O)N([C@H](C)CO)C[C@H]1C | -5 | 6 | -2[16.7 µM] | 2 | -9 | x | -5 | 5
Cc1cc(C(O)c2ncc(-c3ccc(Cl)cc3)[nH]2)ccc1F (configuration not stated) | 8 | 6 | 4 | x | 2 | -11 | -11 | -1
O=C(CC1C(=O)NCCN1Cc1cccc(F)c1)NCCCCCN1CCOCC1 (configuration not stated) | -37 | 1 | 2 | x | -5 | 2 | -3 | 3
CCC1(C(=O)OC)NC(c2ccco2)C2C(=O)N(c3ccccc3)C(=O)C21 (configuration not stated) | x | 0 | 53 | -3 | x | -3 | x | x

Reprinted from the listing for reference:
SMILES | CASP6 VEID inh | FN deposit inh | miR122 inh | PGC1a acetyl inh | LGR2 inh | PAX8 reporter | EWS-Fli block | Cneo AK release
CC1CCN(C(=O)CN2C(=O)NC3(CCC(C)CC3)C2=O)CC1 (configuration not stated) | -2 | -4 | -3 | -2 | -6 | 3 | -2 | 1
Cc1nn(C)c(C)c1NC(=S)Nc1ccc(S(=O)(=O)Nc2ncccn2)cc1 | 5 | -2 | 6 | x | 6 | 1 | -9 | 0
CCC(C)NC(=O)[C@@H]1CSC2c3ccccc3C(=O)N21 (some centres not stated) | 1 | 1 | -5 | 0 | -6 | -2 | 7 | 4
CCCS(=O)(=O)NC(=O)C1(C)CCN(C(=O)Cc2ccc(F)cc2)C1 (configuration not stated) | 2 | 2 | -3 | -9 | -8 | 6 | -12 | -3
O=C(C(=O)N1CCN(C(=O)c2ccccc2C(F)(F)F)CC1)c1cccc(C(F)(F)F)c1 | -1 | 13 | x | x | 3 | 19 | 22 | x
COCC#Cc1ccc2c(c1)O[C@H](CN(C)C(=O)Nc1ccc(OC)cc1)[C@@H](C)CN([C@H](C)CO)S2(=O)=O | 1 | 1 | 12[16.7 µM] | -1 | 7 | x | 6 | 1
COc1ccc(CNC(=O)CCn2c(=O)oc3ccccc32)c(OC)c1 | 2 | 6 | 4 | -1 | 9 | 1 | -12 | 0
COCCNC(=S)N/N=C/c1ccccc1C(=O)O | x | 20 | 7 | 3 | x | 8 | x | 2
COc1ccc(CCNC(=O)C2CCN(S(C)(=O)=O)CC2)cc1 | -3 | x | -2 | -18 | -1 | x | 11 | 0
Cc1c(C)c2ccc(OCC(=O)N3CCN(c4cccc(Cl)c4)CC3)cc2oc1=O | -1 | -5 | -8 | 1 | -3 | 7 | 13 | 0
CCCNC(=O)N1CCC(c2nc3ccccc3s2)CC1 | -2 | -3 | 2 | 0 | 10 | -1 | 8 | 1

Next records
SMILES | CASP6 VEID inh | FN deposit inh | miR122 inh | PGC1a acetyl inh | LGR2 inh | PAX8 reporter | EWS-Fli block | Cneo AK release
CCOCCCNCC(O)c1ccccc1 (configuration not stated) | x | x | -4 | 3 | -7 | 7 | x | -2
Cc1ccc2[nH]c(=O)c(CN(Cc3ccccc3Cl)C(=O)N3CCOCC3)cc2c1 | x | 3 | 3 | 2 | x | 5 | x | 2
Cn1nc(C(=O)Nc2c(-c3ccccc3)nc3sccn23)c2ccccc2c1=O | x | 2 | 0 | -1 | x | 34 | x | x
COc1ccc(CN(C)C[C@@H]2Oc3ccc(NC(=O)Nc4ccc(F)cc4)cc3CC(=O)N([C@@H](C)CO)C[C@@H]2C)cc1 | 2 | x | -2[16.7 µM] | 0 | 10 | 1 | 5 | 1
Oc1ccc(-c2c(C3=CCCCC3)sc3ccccc23)cc1 | 8 | -9 | x | x | -33 | 9 | 1 | -11
C[C@@H]1CN([C@@H](C)CO)S(=O)(=O)c2ccc(C#CC3CC3)cc2O[C@H]1CN(C)Cc1ccc(F)cc1 | 2 | 6 | 5[16.7 µM] | x | 7 | x | 41 | 10
COc1ccc(C(CNC(=O)CCNC(=O)c2ccccc2OC)N2CCCC2)cc1 (configuration not stated) | -124 | -1 | x | x | -5 | x | -10 | x
COc1ccc2c3c([nH]c2c1)[C@H](CO)N(C)CC31CN(C(=O)C2CC2)C1 | -3 | -6 | x | 0 | 9 | x | 2 | x
CCCN(Cc1nnc(-c2ccccc2Cl)o1)C(=O)COc1ccc(Cl)cc1 | -118 | -6 | -3 | -5 | -4 | 12 | -25 | -2
C[C@@H]1CN([C@@H](C)CO)C(=O)c2cc(NC(=O)c3ccncc3)ccc2O[C@H]1CN(C)Cc1ccc(-c2ccccc2)cc1 | -2 | 10 | -1[16.7 µM] | -11 | -3 | 8 | 3 | 1
O=S(=O)(c1ccccc1)N(CC(O)COc1ccccc1)c1ccccc1 (configuration not stated) | 0 | 3 | 131* | -16 | 14 | -1 | 5 | -2
COc1ccccc1CNC(=O)C[C@H]1CC[C@@H]2[C@H](COC[C@H](O)CN2C(=O)Nc2ccc(F)cc2)O1 | 7 | -2 | 3[16.7 µM] | 3 | -11 | -5 | -12 | -2
COCCn1c(C)cc(C(=O)COC(=O)c2cccnc2SC)c1C | 0 | 2 | x | x | 32 | -103 | -94 | x
Cc1noc(C)c1NC(=O)N(C)C[C@H]1OCCCC[C@@H](C)Oc2ccc(NS(=O)(=O)c3ccccc3)cc2C(=O)N([C@H](C)CO)C[C@H]1C | 2 | 2 | 4[16.7 µM] | 3 | -6 | -30 | -1 | -2
COc1ccc(S(=O)(=O)NCCC(=O)NCc2cccs2)cc1 | x | 3 | 0 | 6 | x | x | x | 0
O=C(Nc1ccccc1C(F)(F)F)C1CCN(C(=O)Cc2ccccc2)CC1 | 0 | -6 | -3 | -9 | 11 | x | 1 | 4
O=C(COc1ncnc2ccccc12)Nc1ccc(Cl)c(S(=O)(=O)N2CCOCC2)c1 | 0 | -11 | -5 | 4 | -4 | -1 | 3 | -1
COc1ccccc1S(=O)(=O)N1CC[C@@H]2[C@@H](CO)Nc3ccc(Br)cc3[C@@H]21 | x | 15 | -2[16.7 µM] | 3 | 5 | 3 | 1 | -16
N#Cc1ccc(S(=O)(=O)NC[C@H]2O[C@@H](n3cnc4c(N)ncnc43)[C@H](O)[C@@H]2O)cc1 | -2 | -6 | 1 | -6 | -5 | -5 | 0 | 7
CCn1c(SCC(=O)Nc2cc(C)on2)nc2sc3c(c2c1=O)CCCC3 | 1 | x | 6 | -6 | x | x | 0 | 8
Cc1c(C(=O)NC2CCCCC2)oc2ccc(F)cc12 | -1 | 3 | -4 | -2 | -60 | -139 | -51 | -2
CCn1cc(S(=O)(=O)c2cccc(C)c2)c(=O)c2cc(F)c(N3CCN(C)CC3)cc21 | -2 | -3 | x | x | 0 | 11 | x | 8
CN(C(=O)COC(=O)c1cnc(Cl)c(Cl)c1)C1CCCCC1 | -1 | 5 | -7 | 16 | -12 | -2 | 3 | -1
Cc1ccc(NC(=O)CN2C(=O)S/C(=C\c3cc(C)n(-c4cccc(C(=O)O)c4)c3C)C2=O)cc1 | 39* | 7 | x | 7 | 1 | -3 | -7 | x
Cc1c(C)c(C)c(S(=O)(=O)Nc2ccc3[nH]c(=O)[nH]c3c2)c(C)c1C | 0 | -6 | 8 | -4 | 15 | 13 | 8 | -2
COc1ccc(NC(=O)COC(=O)[C@@H]2CCCN2S(=O)(=O)c2ccccc2F)c(OC)c1 | 15 | 2 | -7 | x | 11 | -4 | -1 | 1
Cc1ccc(-c2n[nH]c(=S)c3ccccc23)cc1S(=O)(=O)NCC1CCCO1 (configuration not stated) | -1 | 7 | 51 | x | -9 | 2 | 7 | 0
CCCCCCNc1c(C(=O)OCC)c(=O)[nH]c2ccccc12 | x | 1 | -3 | x | x | 12 | x | 1
CCOc1ccc(CN2CCCC(CO)(Cc3ccc(F)cc3)C2)cc1 (configuration not stated) | -6 | 0 | 8 | 9 | x | 8 | 8 | 0
